# HEK293 tox: cytotoxic in the GLP-1 receptor inverse agonist counter-screen; 0.13% of 410,000 active; Potency, µM (doses to about 38.3 µM), for inactives: at the top dose activity change, negative = inhibition, usual class: inhibitors; HEK293 cAMP-luciferase reporter cells, luminescence, 24 h; AID 624418;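 further: loss of luciferase light is scored as toxicity; on the % scale 0 is the no-effect control and ±100 the full control effect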
#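 Compound-treated cells are incubated 24 hr at 37 deg C under 5% CO2 after a 12 hour attachment period, then luciferase detection reagent is added and luminescence is measured following 12 min at room temperature; lowered signal indicates toxicity.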
# GLP1R inv ag: inverse agonists of human GLP-1 receptor | P43220 | HEK293 GLP-1R CRE-luciferase, luminescence, 24 h; GLP-1R form is constitutively active | Potency, µM (doses to about 38.3 µM), inactives show at the top dose activity change, negative = inhibition, actives largely listed as inhibitors | 1.6% of 410,000 active | AID 624417; further: on the % scale 0 is the no-effect control and ±100 the full control effect; nearly all actives have a fitted effect of over 55% in size
# Target sequence (P43220 whole entry, looked up): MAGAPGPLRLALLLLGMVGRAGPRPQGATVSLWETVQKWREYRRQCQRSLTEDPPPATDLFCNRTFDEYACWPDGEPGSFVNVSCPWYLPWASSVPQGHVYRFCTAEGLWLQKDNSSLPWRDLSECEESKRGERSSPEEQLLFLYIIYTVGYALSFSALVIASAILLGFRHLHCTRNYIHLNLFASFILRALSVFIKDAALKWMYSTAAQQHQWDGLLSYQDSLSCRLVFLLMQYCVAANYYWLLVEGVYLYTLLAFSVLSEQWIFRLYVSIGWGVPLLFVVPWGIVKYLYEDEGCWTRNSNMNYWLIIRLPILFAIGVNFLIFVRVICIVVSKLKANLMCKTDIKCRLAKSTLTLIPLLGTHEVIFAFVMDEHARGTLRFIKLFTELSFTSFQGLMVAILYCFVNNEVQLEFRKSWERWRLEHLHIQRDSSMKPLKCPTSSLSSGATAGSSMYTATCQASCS
#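 Inverse agonists were sought by their lowering of basal cAMP reporter luciferase output in HEK293 cells stably carrying constitutively active human GLP-1R, after 24 h compound treatment.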
# KB-3-1 tox: kills parental KB-3-1 adenocarcinoma cells; KB-3-1 viability, CellTiter-Glo ATP luminescence, 72 h; Potency, µM (top dose mostly 46.1 µM), for inactives: top-dose activity change, negative = cytotoxic, usual class: cytotoxic; 1.4% of 400,000 active; further: on the % scale 0 is the no-effect control and ±100 the full control effect; nearly all actives have a fitted effect of over 60% in size
#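 KB-3-1 parental drug-naive adenocarcinoma cells in DMEM/10% FBS, incubated 72 h at 37 C with pin-transferred compounds across a concentration series. Viability by CellTiter-Glo luminescence; concentration-response curves fitted after normalization.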
# HT1080NT lethal: kills 2HG-producing HT-1080-NT fibrosarcoma cells | HT-1080-NT fibrosarcoma viability, CellTiter-Glo ATP luminescence, 48 h | Potency, µM (series often up to 46.1 µM), inactives show top-dose activity, negative = less viability, usual class: cytotoxic | 1.6% of 360,000 active;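 further: NT is the 2HG producing partner of a matched IDH1 knockdown line; 0% = DMSO-treated cells and -100% = media-only wells without cells; nearly all actives have a fitted effect of over 55% in size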
#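 Viability of the 2HG-overproducing fibrosarcoma line after 48 hours of compound exposure at 37 degrees C was determined by luminescence with CellTiter-Glo, and concentration-effect curves were then fitted and categorized.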
# SW480 rerep: induces DNA re-replication in SW480 colon adenocarcinoma cells; SW480 DNA re-replication, Hoechst DNA content imaging, 48 h; Potency, µM (titrated, usually from 46.1 µM), for inactives: at the top dose re-replication activation, most hits filed as activators; 1.8% of 340,000 active; further: % of control where 0% means no effect; nearly all actives have a fitted effect of over 55% in size
#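 DNA re-replication was detected as more nuclei of elevated Hoechst intensity after 48 hr exposure to compound (23 nL pinned per well of 250 cells).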
# HT1080 IDH1KD tx: kills HT-1080 cells with IDH1 knockdown. HT-1080 IDH1 knockdown viability, ATP luminescence, 48 h. Potency, µM (doses to about 46.1 µM), for inactives: at the top dose activity, negative = toxicity, most hits filed as cytotoxic. 2% of 360,000 active. AID 686971;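 further: 0% = DMSO wells and -100% = cell-free medium wells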
#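 In this qHTS, HT-1080 cells depleted of IDH1 are exposed for 48 h at 37 °C to compound titrations. Toxicity is scored from CellTiter-Glo luminescence, with DMSO as full viability and medium alone as none.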
# KB-V1 cytotox: kills drug-selected multidrug resistant KB-V1 cells; AID 1347076; 3.4% of 400,000 active; Potency, µM (titrated, usually from 46.1 µM), without a hit: top-dose activity change, negative = cytotoxicity, actives largely listed as cytotoxic; KB-V1 MDR cells viability, CellTiter-Glo, 72 h; further: on the % scale 0 is the no-effect control and ±100 the full control effect; nearly all actives have a fitted effect of over 60% in size
#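 KB-V1 cells (P-gp-expressing MDR subline of KB-3-1) in phenol-red-free DMEM with 10% FBS were exposed to library compounds over a concentration series for 72 h at 37 degrees C. Viability read by CellTiter-Glo luminescence; concentration-effect curves fitted after normalization.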
# GLP-1R agonist: GLP-1 receptor (human) agonism; AID 624172; 0.007% of 380,000 active; Potency, µM (doses to about 45.6 µM), for the others: at the top dose activation, usual class: activators; P43220; HEK293 GLP-1R CRE-luciferase, luminescence, 4-6 h; cells express a hypersensitive GLP-1R form; further: % of control where 0% means no effect
# TDP-43 yeast inh: inhibitors of TDP-43 toxicity in yeast | TDP-43 expressing yeast growth rescue, BacTiter-Glo, 24 h | Potency, µM (titrated, usually from 46.1 µM), without a hit: top-dose growth rescue (activation), actives largely listed as activators | 1.8% of 410,000 active; further: % of control where 0% means no effect; nearly all actives have a fitted effect of over 50% in size
#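 Yeast cells expressing TDP-43 under galactose induction are exposed to compounds for 24 hr at 30 deg C. BacTiter-Glo luminescence measures growth, so protective compounds score as activators.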
# * = called active by the depositor; ? = inconclusive; / = no result given; & = joins results of further samples; [ ] = another dose, or the depositor's remark. The call rests on the fitted dose curve; in most records, active means well fitted curve in the direction sought with a large enough effect; inconclusive means small, poorly fitted or top-dose-only effect, or another doubt; inactive means no such curve, though single readings can be large; an effect the other way counts as inactive or inconclusive. Potency means the concentration at half of the fitted maximal effect. Compounds as they come (roughly 9.4% active in at least one column).
SMILES,HEK293 tox,GLP1R inv ag,KB-3-1 tox,HT1080NT lethal,SW480 rerep,HT1080 IDH1KD tx,KB-V1 cytotox,GLP-1R agonist,TDP-43 yeast inh
CCc1nccn1C(=O)c1cnn2c(C(F)F)cc(-c3ccc(C)cc3)nc12,10%[1.53 µM],31%[activator],?,2%,?,2%,?,-17%,18%
CCOC1(OCC)OC(c2ccccc2)=C(C#N)C(C=Cc2ccccc2)C1(OCC)OCC (centres undefined),29%,?,?,-6%,/,-24%,?,4%,21%
COC(=O)CSc1nnc(CNC(=O)c2ccccc2F)n1-c1ccccc1,1%,39%[activator],-2%,18%,2%,22%,5%,0%,0%
CC1=C(C(=O)N2CCCCC2)C(c2ccc(Cl)cc2)n2c(nc3ccccc32)N1 (centres undefined),-3%,-2%,9%,/,/,/,0%,1%,14%
Nc1ncncc1-c1ccc(F)cc1,-1%,13%,18%,-11%,/,1%,?,-2%,20%
COc1ccc(CNC(=O)C/C(C)=N/NC(=O)Cc2ccc(OC)cc2)cc1,-6%,17%,12%,12%,-9%,23%,23%,6%,10%
Cc1oc(C)c2c(=O)cc(-c3ccc4c(c3)OCO4)cc(OC(=O)c3ccccc3Br)c12,0%,7%,-5%,/,/,/,1%,/,0%[9.22 µM]
CN(C(=O)COC(=O)c1ccc(Br)c(S(=O)(=O)N2CCOCC2)c1)C1CCCCC1,9%,-4%,0%,-3%,2%,-2%,0%,0%,11%
Cc1ccc(Cl)c(OCC(=O)NCC(c2cccs2)N2CCOCC2)c1 (centres undefined),-10%,?,?,-24%,?,-2%,-11%,24%,-22%
Cc1ccc(SCc2c(C(=O)N/N=C/c3ccccc3)nnn2-c2nonc2N)cc1,3%,?,3%,-13%,-2%,-4%,0%,-9%,-5%
O=C(O)CCCNC1=NCCC1,7%,-3%,-2%,2%,-4%,7%,17%,12%,-17%
CC(C)[C@H](NC(=O)c1cccc(S(=O)(=O)N2CCOCC2)c1)C(=O)NCc1ccc(F)cc1,-7%,3%,11%,4%,-5%,10%,4%,0%,-3%
Cc1nc(C)c(-c2ccn(C(=O)NC(C)C)n2)s1,-2%,78%[activator],2%,-6%,-5%,0%,-2%,16%,-9%
COC(=O)CCC(=O)NC(=S)Nc1ccccc1F,-1%,3%,0%,10%,-7%,10%,7%,6%,12%
CN(C(=O)COC(=O)C1(C)CC1(Cl)Cl)c1c(N)n(Cc2ccccc2)c(=O)[nH]c1=O (centres undefined),-2%,5%,-7%,-1%[9.24 µM],-15%,-3%,?,2%,6%
O=C(Nc1cccc2ccccc12)c1ccc2sc([C@@H]3O[C@H](CO)[C@H](O)[C@H](O)[C@H]3O)nc2c1,2%,9%,20%,10%,/,-9%,-9%,3%,14%
CC(C)C(NC(=O)CN(c1cccc(F)c1)S(C)(=O)=O)C(C)C,-3%,-19%,-2%,5%,0%[9.22 µM],3%,-8%,-7%,-12%
Cc1ccc(S(=O)(=O)CS(=O)(=O)c2ccc(C)cc2)cc1,-11%,2%,4%,8%,-2%,?,?,4%,0%
Cc1c(NC(=O)c2cc(-c3ccc(F)cc3)nc3ccccc23)c(=O)n(-c2ccccc2)n1C,-18%,?,?,-11%,4%,-14%,?,16%,1%
CCOC(=O)c1ccc(N/C=C/C(=O)c2ccccc2)cc1,-8%,2%,-1%,-2%,?,-8%,0%,9%,-10%
CCCOC(=O)c1cccc(Nc2nc(CCC)cc(=O)[nH]2)c1,-16%,?,?,/,/,/,-29%,/,18µM*
COc1ccc(Cl)cc1S(=O)(=O)N1CCN(CC(=O)Nc2ccccc2C(F)(F)F)CC1,-14%,4%,12%,/,/,/,2%,/,21%
CC(=O)NS(=O)(=O)c1ccc(NC(=O)C2c3ccccc3Oc3ccccc32)cc1,-15%,0%,-2%,11%,-8%,14%,-13%,3%,-11%
COc1cc(NC(=S)Nc2cccnc2)cc(OC)c1OC,1%,6%,-3%,-15%,-4%,7%[9.24 µM],-3%,-2%,-16%

# 2 compounds picked at random from those above, as already listed:
SMILES,HEK293 tox,GLP1R inv ag,KB-3-1 tox,HT1080NT lethal,SW480 rerep,HT1080 IDH1KD tx,KB-V1 cytotox,GLP-1R agonist,TDP-43 yeast inh
Cc1c(NC(=O)c2cc(-c3ccc(F)cc3)nc3ccccc23)c(=O)n(-c2ccccc2)n1C,-18%,?,?,-11%,4%,-14%,?,16%,1%
CCCOC(=O)c1cccc(Nc2nc(CCC)cc(=O)[nH]2)c1,-16%,?,?,/,/,/,-29%,/,18µM*

# Continuation:
SMILES,HEK293 tox,GLP1R inv ag,KB-3-1 tox,HT1080NT lethal,SW480 rerep,HT1080 IDH1KD tx,KB-V1 cytotox,GLP-1R agonist,TDP-43 yeast inh
O=C1NC(=O)C(Cc2ccc(O)cc2)N1 (centres undefined),3%,-2%,0%,7%,-11%,11%,17%,-2%,17%
Cc1ccc(NC(=O)c2cccc(S(=O)(=O)N3CCc4ccccc4C3)c2)nc1,0%,?,-12%,-12%,-49%[inhibitor],-6%,-1%,-11%,10%
Cc1c(-c2nc(-c3ccc(C(C)(C)C)cc3)no2)n(C)oc1=O,6%,-9%,-8%,?,1%,22%,?,7%,-2%[1.82 µM]
NS(=O)(=O)c1ccc(CCNC(=O)CCc2nc3sc4c(c3c(=O)[nH]2)CCCC4)cc1,5%,2%,-11%,-6%,-1%,1%,6%,12%,-27%
COc1ccc2c(c1OC)C(=O)N(C(C)C(=O)O)C2=O (centres undefined),-15%,-28%,-3%,15%,-12%,-6%,18%,-1%,-1%
COc1ccccc1NC(=O)N(C)C[C@H]1Oc2ncc(C#CCN(C)C)cc2C(=O)N([C@H](C)CO)C[C@H]1C,1%,7%,3%,0%,/,-1%,2%,1%,0%
COc1ccc(Cl)cc1NC(=O)CN(C)C(=O)c1ccc2c(c1)OCCO2,-20%,-12%,-2%,7%,-5%,-2%,?,27%,16%
CCNc1ccc(C(=O)OCC)cc1NC(=O)c1cccc(N(C)C)c1,?,?,?,1.8µM*,2%,?,?,-1%,-11%
COc1ccc(N2Cc3ccccc3C2)cc1Cl,-11%,40%[activator],-14%,-3%,2%,-3%,3%,-1%,2%
Cc1ccc(OCC(=O)Nc2ccccc2Sc2ccc(Cl)cc2)c([N+](=O)[O-])n1,0%,?,?,-24%,1%,-24%,9.2µM*,16%,?
COc1ccc(-c2ccc3c(c2)[C@@H]2C[C@H]4[C@@H](C(=O)N2CC3)[C@H](C)ON4C)cc1,2%,3%,0%,0%,-5%[9.22 µM],4%,5%,7%,?
CC(C)[C@H](NC(=O)[C@@H]1Cc2ccccc2CN1C(=O)OC(C)(C)C)C(=O)NC1CCCC1,-2%,4%,1%,1%,3%,-1%,-13%,-9%,-6%
O=C(c1cccc2c1C(=O)N(Cc1cccnc1)C2)N1CCN(c2ccccc2)CC1,-27%,8%,-4%,-3%,-7%,0%,16%,-6%,-7%
O=C(/C=C/Nc1ccc(F)c(Cl)c1)c1ccccc1,0%,-3%,1%,16%,12%,4%,-3%,7%,4%
CN(C)C(=O)CCc1ccc2c3c([nH]c2c1)[C@]1(C)[C@@H](C(=O)N2CCCCC2)C[C@H](CC(=O)NCC24CC5CC(CC(C5)C2)C4)C(=O)N1CC3,-3%,-10%,?,-17%,22%[9.22 µM],-19%,-6%,12%,23%
COc1ccc(C)c2sc(NC(=O)c3cccc(N4C(=O)CCC4=O)c3)nc12,2%,10%,-1%,2%,-17%,-1%,-5%,-5%,1%
COc1ccc(Cc2c(-c3ccc(F)cc3)nc3c4ccccc4ccn23)c(C)c1,-3%,?,0%,-41%,/,?,11%,23%,?
COc1ccc(CC(NC(=O)c2ccccc2)C(=O)NCC(=O)O)cc1 (centres undefined),7%,0%,-4%,0%,2%,0%,-4%,-2%,-1%
CN(c1ccccc1)S(=O)(=O)c1ccc(C(=O)Nc2nccs2)cc1,3%,18%,4%,0%,-17%,9%,-7%,-2%,-9%
O=C(c1cnn2c(C(F)(F)F)cc(-c3ccc4c(c3)OCO4)nc12)N1CCCCC1,0%,1%,-4%,6%,-2%,4%,-27%,1%,12%
CCOc1ccc2c(c1)/C(=N/N1C(=O)c3ccccc3C1=O)C(=O)N2,5%,20%,7%,15%,-144%[inhibitor],4%,?,1%,-5%
O=C(NCCc1ccccc1)C1CCN(C2CCN(Cc3ccc(CO)o3)CC2)CC1,11%,-27%,12%,-10%,-4%,-12%,10%,1%,-23%
COc1ccc(CSc2ccc(S(=O)(=O)N3CCCC3)cn2)cc1F,-18%,-30%,-15%,-13%,/,-11%,?,-2%,4%
Nn1c(SCc2ccc(F)cc2)nnc1-c1cccnc1,3%,9%,3%,1%,-2%,0%,3%,4%,-1%
COc1ccc(C)cc1NC(=O)CCCN1C(=S)NC(C)(C)CC1C (centres undefined),8%[1.53 µM],-15%,?,-10%,0%,-11%,?,9%,-17%
O=C(O)CN1C(=O)/C(=C\c2cc(Br)ccc2OCc2ccccc2Cl)SC1=S,-1%,?,2%,-8%,-8%,-16%,21%,-1%,-26%
COc1ccc(CN2C[C@H](C)[C@@H](CC(=O)NCc3ccccc3)C2=O)cc1,5%,-1%,10%&17%,11%,-3%,13%,?,4%,23%
Cc1ccccc1C(=O)NC1CCN(CC(=O)NC2CCCCC2)CC1,10%,-1%,5%,5%,6%,-1%,?,3%,-12%
CCn1c2ccccc2c2cc(NC(=O)COc3ccc(C)cc3C)ccc21,-18%,28%,-6%,/,/,/,16%,/,-15%
CCc1nnc(NC(=O)c2cccc(S(=O)(=O)N3CC(c4ccccc4)CC3=O)c2)s1 (centres undefined),6%,1%,0%,0%,-2%,-2%,6%,10%,5%
COc1ccccc1-n1c(SCC(N)=O)nnc1-c1ccccc1,16%,8%,3%,-2%,-7%,11%,-11%,1%,12%
Fc1ccc(-n2ncc3c(NCCCc4ccccc4)ncnc32)cc1,18%,-1%,4%,/,/,/,23%,/,?

# Results in KB-V1 cytotox and HT1080NT lethal, for some of the entries so far:
molecule | KB-V1 cytotox | HT1080NT lethal
CCn1c2ccccc2c2cc(NC(=O)COc3ccc(C)cc3C)ccc21 | 16% | /
CCc1nnc(NC(=O)c2cccc(S(=O)(=O)N3CC(c4ccccc4)CC3=O)c2)s1 (centres undefined) | 6% | 0%
COc1ccccc1-n1c(SCC(N)=O)nnc1-c1ccccc1 | -11% | -2%
